Screening data: PubChem, several laboratories
Mtb FBA inh = Mtb fructose-bisphosphate aldolase inhibition; P9WQA3; purified M. tuberculosis FBA, fluorescence read-out; inhibition, % at 1 µM; 2.3% of 360,000 active; in the data active = inhibition above about 27%;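 note: 0% = vehicle and 100% = reference inhibitor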
MazEF act = activators of E. coli MazEF toxin-antitoxin RNase; 0.32% of 350,000 active; FAM/BHQ RNA-DNA oligo cleavage fluorescence, 5 h; activation, % at 20 µM; AID 504720; in the data active = activation above about 50%
Target sequence (P0AE70 whole entry, looked up): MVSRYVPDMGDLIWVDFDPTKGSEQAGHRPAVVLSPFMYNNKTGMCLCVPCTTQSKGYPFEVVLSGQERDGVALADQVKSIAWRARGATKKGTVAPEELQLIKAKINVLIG
Mtb BioA inh = BioA (M. tuberculosis) enzyme inhibition. purified M. tuberculosis BioA enzyme, plate reader. inhibition, % at 9.99 µM. 0.096% of 360,000 active. AID 602481; in the data active = inhibition above about 40%; inconclusive = no clear call, values can overlap the other calls
CCHF vOTU inh = blocks the CCHF virus ovarian tumor domain protease | CCHFV vOTU protease, Pep-AMC fluorescence | AID 651958 | 0.55% of 370,000 active | inhibition, % at 11.5 µM; note: 0% = vehicle wells with enzyme and 100% = no enzyme wells
DUSP3 inh = inhibitors of human VHR1 phosphatase (DUSP3); P51452; recombinant VHR phosphatase, pNPP absorbance; inhibition, % at 13.3 µM; 0.52% of 290,000 active; AID 1654; in the data active = inhibition above about 50%; note: some compounds called inactive have numbers as strong as hits
GDH-TPI counter = counter-screen for M. tuberculosis FBA inhibitors: GDH-TPI coupled enzymes. GDH-TPI coupled enzyme counterscreen, NADH absorbance. inhibition, % at 4.8 µM. 1.2% of 360,000 active;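 note: 0% = DMSO wells and 100% = wells lacking the enzyme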
BoNT F protease = inhibitors of Botulinum neurotoxin F light chain protease; inhibition, % at 10 µM; 0.22% of 360,000 active; Multiplex microsphere protease cleavage assay, flow cytometry; in the data active = inhibition above about 35%, passing the limit was not always enough; inconclusive = no clear call, values can overlap the other calls; note: plate controls were buffer without enzyme for full effect and enzyme alone for no effect
FadD28 binding = M. tuberculosis FadD28 bisubstrate binding inhibition; FadD28 bisubstrate probe binding, fluorescence polarization; inhibition, % at 12.5 µM; 0.22% of 360,000 active; in the data active = inhibition above about 8.5%, passing the limit was not always enough; inconclusive = no clear call, values can overlap the other calls
Mtb UGM inh = inhibitors of M. tuberculosis UDP-galactopyranose mutase | P9WIQ1 | purified UGM, fluorescence polarization probe displacement | inhibition, % at 10 µM | 0.06% of 320,000 active | AID 504406; in the data active = inhibition above about 10%, passing the limit was not always enough; inconclusive = no clear call, values can overlap the other calls
Target sequence (P9WIQ1 whole entry, looked up): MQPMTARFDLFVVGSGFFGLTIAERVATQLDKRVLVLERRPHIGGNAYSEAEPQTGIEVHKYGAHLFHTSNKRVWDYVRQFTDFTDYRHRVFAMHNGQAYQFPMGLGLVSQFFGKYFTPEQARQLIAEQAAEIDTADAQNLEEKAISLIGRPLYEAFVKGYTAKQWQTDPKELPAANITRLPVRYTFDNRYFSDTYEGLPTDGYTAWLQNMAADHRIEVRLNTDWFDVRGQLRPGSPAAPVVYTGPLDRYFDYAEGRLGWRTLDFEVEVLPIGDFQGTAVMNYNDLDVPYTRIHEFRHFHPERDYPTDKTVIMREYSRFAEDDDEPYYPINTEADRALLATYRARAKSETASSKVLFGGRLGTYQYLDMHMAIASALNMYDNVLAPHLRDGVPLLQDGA
Rv3671c protease = inhibits the M. tuberculosis serine protease Rv3671c. AID 2606. 0.048% of 320,000 active. P9WHR9. inhibition, % at 5.96 µM; in the data active = inhibition above about 38%;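 note: extracellular domain of Rv3671c used as enzyme; 0% = enzyme with DMSO and 100% = no enzyme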
Target sequence (P9WHR9 whole entry, looked up, the tested form may be a part): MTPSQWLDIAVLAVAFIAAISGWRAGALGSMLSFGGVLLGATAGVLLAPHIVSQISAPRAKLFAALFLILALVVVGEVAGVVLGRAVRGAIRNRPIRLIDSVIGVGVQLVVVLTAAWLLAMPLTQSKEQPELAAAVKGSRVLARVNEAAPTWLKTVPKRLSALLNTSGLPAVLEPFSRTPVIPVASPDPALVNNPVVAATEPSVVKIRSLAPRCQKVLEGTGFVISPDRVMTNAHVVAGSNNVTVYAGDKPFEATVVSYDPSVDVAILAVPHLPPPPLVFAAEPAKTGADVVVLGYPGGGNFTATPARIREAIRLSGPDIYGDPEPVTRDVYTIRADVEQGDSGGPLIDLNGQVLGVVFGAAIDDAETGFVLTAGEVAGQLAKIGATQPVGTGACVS
Active calls of the source: *; ? = inconclusive; nt = no result given; & = joins results of further samples. Cut-off read from the data, not from the text of the source, unless noted: active = inhibition above about 30%; inactive = the rest. Hits appear at their usual frequency (roughly 4.9% active in at least one column).

entry | compound | Mtb FBA inh | MazEF act | Mtb BioA inh | CCHF vOTU inh | DUSP3 inh | GDH-TPI counter | BoNT F protease | FadD28 binding | Mtb UGM inh | Rv3671c protease
1 | CNc1nc(-c2c[nH]c3ccccc23)cs1 | 0.5 | -9.9 | -5.1 | 6.9 | -5.5 | 7.7 | ? | -1.5 | -0.5 | -4.2
2 | c1cc(-c2cn(C[C@H]3CC[C@@H]([C@@H]4CC[C@H](Cn5cc(-c6ccsc6)nn5)O4)O3)nn2)cs1 | 1.5 | -6.3 | 3.6 | 2.5 | 28.3 | 15.5 | 5.0 | -2.4 | 4.7 | -3.8
3 | COc1ccc(N(CC(=O)NCc2ccc(F)cc2)C(=O)Cn2nnc(-c3ccc(C)o3)n2)cc1OC | 1.2 | 9.6 | -1.5 | 2.2 | 25.5 | 1.5 | -17.8 | 1.5 | 0.0 | 3.1
4 | CCOc1ncccc1C(=O)Nc1nc(C(C)(C)C)cs1 | -0.4 | -9.7 | 1.3 | 13.2 | -19.0 | 9.7 | -5.6 | -0.1 | -1.3 | -3.3
5 | COc1ccccc1CC(=O)Nc1ccc(S(=O)(=O)N2CCCCC2)cc1 | 1.2 | 9.0 | nt | 7.5 | 17.1 | -5.9 | 6.3 | nt | -0.6 | -5.9
6 | COc1ccccc1NS(=O)(=O)c1ccc2oc(SCc3ccc(C#N)cc3)nc2c1 | 4.7 | 3.9 | nt | 26.6 | -4.8 | -2.6 | -9.5 | 0.6 | 0.2 | -19.6
7 | CCCCN(C)C(=O)CC(NS(=O)(=O)c1ccc(NC(C)=O)cc1)C(C)C (configuration not stated) | -1.7 | 12.8 | 1.0 | -19.5 | -10.7 | -10.1 | 1.5 | -1.9 | 1.5 | -11.7
8 | COc1ccc(S(=O)(=O)NCC2CCC(C(=O)N3CCC4(CC3)OCCO4)CC2)cc1 (configuration not stated) | 3.9 | -2.8 | 4.7 | 13.5 | 13.4 | 3.4 | 2.8 | -1.1 | nt | nt
9 | CC(=O)c1ccc(-n2c(C)c(C(C)=O)c3cc(O)ccc32)cc1 | 0.1 | 14.0 | nt | -8.2 | 0.1 | 5.6 | ? | 0.4 | 1.2 | 1.0
10 | CCCn1c(SCC(N)=O)nnc1-c1ccco1 | 2.1 | 2.8 | 0.4 | 3.7 | 5.9 | 7.4 | 5.1 | 1.0 | -1.2 | 10.5
11 | CCOC(=O)c1c(N)sn(-c2ccccc2)c1=S | -0.4 | 2.9 | -1.3 | 11.6 | -23.4 | 14.3 | 1.0 | -4.2 | -2.7 | -4.5
12 | O=C(N/N=C/c1ccncc1)C12CC3CC(CC(C3)C1)C2 | -0.1 | -0.7 | nt | 1.1 | 12.3 | 0.3 | -0.9 | 0.0 | 0.2 | 12.1
13 | CCCCN1C(C)=CC(=C2C(=O)c3ccccc3C2=O)C=C1C | -2.9 | 8.2 | nt | 3.5 | 5.8 | 5.1 | -2.4 | 1.6 | 0.3 | -2.3
14 | COC(=O)c1cc(NC(=O)Nc2cccc(Cl)c2)ccc1Cl | 0.3 | 17.1 | 0.2 | -6.6 | -0.5 | 9.2 | -13.7 | -7.8 | -0.4 | -205.0
15 | CCn1c(SCC(=O)NCCc2ccccc2)nnc1-c1cccs1 | 4.4 | -3.1 | 13.8 | -5.6 | 12.8 | -1.5 | 8.6 | -1.4 | -1.9 | -1.1
16 | CCc1ccccc1NC(=O)/C(C#N)=C\c1ccc(Sc2ccccc2)o1 | -0.9 | -62.9 | nt | 12.1 | 15.7 | 18.3 | -5.9 | -0.6 | -0.3 | -10.6
17 | N#Cc1ccc(OCCOCCNC2CCCC2)cc1 | -3.4 | 2.0 | nt | -4.9 | -2.7 | 5.5 | -1.3 | -0.5 | -0.9 | 5.8
18 | C[C@@H]1CN([C@@H](C)CO)C(=O)CCCn2nncc2CO[C@H]1CN(C)S(C)(=O)=O | 2.4 | -6.1 | -1.8&-1.0&-1.0 | -7.5 | nt | 5.2 | -3.2 | 0.4 | nt | nt
19 | CCCC(=O)NC(c1ccc(Cl)cc1Cl)c1ccc2cccnc2c1O (configuration not stated) | -1.6 | 14.3 | -0.3 | 4.3 | 9.4 | 9.4 | nt | -1.2 | -1.3 | 7.2
20 | O=C(Cc1ccc(F)cc1)N1CCN(c2ccc([N+](=O)[O-])cc2)CC1 | -3.5 | 10.0 | 1.1 | 2.3 | 3.5 | 5.1 | -14.1 | -3.4 | -2.1 | nt
21 | CCOC(=O)c1c(-c2ccccc2)nc2ccc(Cl)cn12 | 1.7 | 9.6 | 0.3 | 2.4 | 35.3 | -6.4 | 5.3 | -5.1 | -6.0 | -0.3
22 | Cn1c(=O)cc2c3c(c(N4CCCCC4)ccc31)C(=O)c1ccccc1-2 | -2.5 | -12.0 | -3.5 | -3.0 | 17.2 | 24.4 | -23.7 | 32.1* | 1.9 | 51.7*
23 | CS(=O)(=O)N1CCC(C(=O)Nc2cccc(C(F)(F)F)c2)CC1 | -1.7 | -0.5 | 0.9 | 3.5 | 10.0 | -6.0 | -29.0 | -3.9 | -1.0 | -6.9
24 | O/N=C\c1cccn1-c1ccc(Br)cc1 | -0.2 | -5.6 | -1.6 | 4.6 | 18.7 | 6.0 | -13.0 | -1.2 | -1.1 | 2.0
25 | COc1ccc(C(C)=O)cc1COc1cc(C)c(Cl)c(C)c1 | 0.0 | -1.4 | 1.5 | -12.7 | 4.3 | -0.8 | -15.5 | -1.8 | -3.2 | -1.0
26 | O=C(O)CCC(=O)NCCn1c(-c2ccccc2)csc1=Nc1ccccc1 | -1.2&0.9 | -0.9&-7.6 | -2.2 | -5.6 | 25.0 | -6.9&6.4 | -3.3&-7.2 | -2.8&0.1 | 1.4 | -20.0
27 | O=C(N/N=C/c1ccncc1)c1ccccc1OCc1ccc(Br)cc1 | 0.4 | 6.4 | nt | 11.0 | 1.5 | -0.4 | -4.7 | -8.9 | 2.8 | -12.2
28 | O=S(=O)(N[C@H](CO)Cc1ccccc1)c1ccc(Br)cc1F | -0.9 | 10.2 | 2.0 | -9.6 | nt | 11.5 | -10.0 | -0.5 | nt | nt
29 | Nc1nc(SCC(=O)Nc2ccc(Cl)cn2)n[nH]1 | 1.7 | 4.2 | nt | -8.2 | -8.9 | -13.4 | 1.9 | -1.4 | 0.4 | 0.6
30 | CC(C)(C)c1cc(C(=O)N/N=C/c2ccccc2O)n(-c2ccccc2)n1 | 10.7 | 4.6 | nt | 13.6 | 2.1 | 5.8 | -4.6 | -2.1 | -1.4 | 5.1
31 | CCOc1ccc(-c2onc(C(F)(F)F)c2-c2cscn2)c(O)c1 | -1.0 | 3.2 | -0.5 | 1.8 | 30.9 | -2.9 | -7.1 | -11.2 | 0.0 | -0.9
32 | Cc1cc(C(=O)NC2CCCC2)on1 | -1.0 | 1.4 | 0.1 | 1.4 | -7.5 | 4.7 | 6.7 | -1.3 | -4.4 | 3.4
33 | COC(=O)c1ccccc1NC(=O)C12CCC(C)(C(=O)O1)C2(C)C (configuration not stated) | 2.6 | 1.1 | 0.5 | -8.9 | -0.2 | 2.5 | -27.4 | -3.9 | -2.6 | -3.5
34 | Cn1cccc1/C=C(/C#N)C(N)=S | -12.8 | -5.1 | 8.1 | -0.9 | -0.9 | 12.2 | 2.1 | -0.1 | nt | -7.2
35 | COC(=O)c1cccc(Nc2nc3ccccc3nc2C)c1 | 3.3 | 0.6 | 15.3 | 7.5 | -5.9 | 4.2 | -1.7 | -3.7 | -1.6 | -3.3
36 | COc1cc(OC)c(S(=O)(=O)N2CCN(C(=O)c3ccco3)CC2)cc1NC(C)=O | -3.6 | 3.9 | -0.8 | -13.9 | 4.9 | 11.6 | ? | -1.5 | 3.5 | 4.4
37 | O=C(N/N=C/c1cccc([N+](=O)[O-])c1)c1ccc(Br)cc1 | 1.6 | -0.3 | nt | -0.5 | 56.9* | 5.8 | -5.4 | -1.3 | 2.1 | -11.0
38 | CCCN(c1ccc(OCC)cc1)c1ncnc2nc[nH]c12 | -2.9 | 3.5 | 4.0 | -0.6 | 19.3 | -0.5 | -10.9 | -4.1 | 0.3 | -3.3
39 | O=C(CSc1nnnn1C1CCCCC1)NCc1ccc2c(c1)OCO2 | 0.4 | -8.0 | nt | -4.9 | 42.7 | 10.7 | 1.4 | -2.6 | 2.2 | 4.6
40 | Cc1ccc2c(c1)C(=O)C(=O)N2Cc1ccc(Cl)cc1 | -0.1 | 2.3 | 0.6 | 6.3 | nt | -4.0 | -6.7 | -5.4 | -0.3 | -2.5
41 | CC12CCC(C[N+](C)(C)C1)C2(C)C (configuration not stated) | 0.4 | 6.3 | -1.8 | 2.1 | -5.3 | -0.9 | -6.3 | -3.1 | -0.6 | -4.1
42 | N#CCN=C(c1ccccc1)c1ccccc1 | 0.4 | 2.9 | -1.4 | -1.9 | nt | -13.9 | 0.8 | -0.3 | 0.6 | 3.1
43 | CCCCCn1c(SCCC(C)C)nc2c1c(=O)[nH]c(=O)n2C | -2.0 | -5.1 | -0.1 | 6.0 | 2.6 | 1.7 | -5.2 | -4.0 | nt | -2.6
44 | COCCN(C(=O)c1ccc(N2CCCC2=O)cc1)c1c(N)n(Cc2ccccc2)c(=O)[nH]c1=O | 3.2 | 6.1 | 13.9 | 5.1 | nt | -2.9 | -6.1 | -1.6 | 1.8 | -0.1
45 | CSCC[C@H](NC(=O)c1ccc2ccccc2c1)C(=O)N1CCC2(CC1)NCCc1[nH]cnc12 | 0.3 | 3.1 | -0.3 | 12.0 | 44.8 | -3.7 | -7.5 | -2.6 | -0.1 | 6.3

Arranged by molar mass (descending): part of the list above
entry | compound | Mtb FBA inh | MazEF act | Mtb BioA inh | CCHF vOTU inh | DUSP3 inh | GDH-TPI counter | BoNT F protease | FadD28 binding | Mtb UGM inh | Rv3671c protease
36 | COc1cc(OC)c(S(=O)(=O)N2CCN(C(=O)c3ccco3)CC2)cc1NC(C)=O | -3.6 | 3.9 | -0.8 | -13.9 | 4.9 | 11.6 | ? | -1.5 | 3.5 | 4.4
28 | O=S(=O)(N[C@H](CO)Cc1ccccc1)c1ccc(Br)cc1F | -0.9 | 10.2 | 2.0 | -9.6 | nt | 11.5 | -10.0 | -0.5 | nt | nt
39 | O=C(CSc1nnnn1C1CCCCC1)NCc1ccc2c(c1)OCO2 | 0.4 | -8.0 | nt | -4.9 | 42.7 | 10.7 | 1.4 | -2.6 | 2.2 | 4.6
30 | CC(C)(C)c1cc(C(=O)N/N=C/c2ccccc2O)n(-c2ccccc2)n1 | 10.7 | 4.6 | nt | 13.6 | 2.1 | 5.8 | -4.6 | -2.1 | -1.4 | 5.1
31 | CCOc1ccc(-c2onc(C(F)(F)F)c2-c2cscn2)c(O)c1 | -1.0 | 3.2 | -0.5 | 1.8 | 30.9 | -2.9 | -7.1 | -11.2 | 0.0 | -0.9
33 | COC(=O)c1ccccc1NC(=O)C12CCC(C)(C(=O)O1)C2(C)C (configuration not stated) | 2.6 | 1.1 | 0.5 | -8.9 | -0.2 | 2.5 | -27.4 | -3.9 | -2.6 | -3.5
38 | CCCN(c1ccc(OCC)cc1)c1ncnc2nc[nH]c12 | -2.9 | 3.5 | 4.0 | -0.6 | 19.3 | -0.5 | -10.9 | -4.1 | 0.3 | -3.3
35 | COC(=O)c1cccc(Nc2nc3ccccc3nc2C)c1 | 3.3 | 0.6 | 15.3 | 7.5 | -5.9 | 4.2 | -1.7 | -3.7 | -1.6 | -3.3
29 | Nc1nc(SCC(=O)Nc2ccc(Cl)cn2)n[nH]1 | 1.7 | 4.2 | nt | -8.2 | -8.9 | -13.4 | 1.9 | -1.4 | 0.4 | 0.6
34 | Cn1cccc1/C=C(/C#N)C(N)=S | -12.8 | -5.1 | 8.1 | -0.9 | -0.9 | 12.2 | 2.1 | -0.1 | nt | -7.2
